Screening results: PubChem, several laboratories
phage Ecoli inh: E. coli growth loss with phage present; actives 0.26% (n = 360,000); growth absorbance; inhibition, % at 11.9 µM; in the data active = inhibition above about 11%
Tat transport: blocks Tat-dependent protein export in E. coli; actives 0.036% (n = 340,000); inhibition, % at 10 µM; E. coli MC4100 TorA-mCherry Tat export, fluorescence;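 active = mean replicate inhibition at least 50% and at least half of replicates individually reaching 50%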;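 note: exported cargo escapes ClpAP degradation while cytoplasmic cargo is degraded and loses fluorescence; 0% = median of neutral control wells and 100% = median of NaSCN control wells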
SUMO Mot1 rescue: blocks SUMOylation pathway, rescuing yeast Mot1-301 growth | S. cerevisiae Mot1-301 growth rescue, ATP luminescence, 38.5C; percent above DMSO median, 100 means doubled | growth rescue, % at 18.8 µM | actives 1% (n = 320,000) | AID 2716;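 active = every valid replicate shows activation above 250% relative to neutral control wells; inactive = the rest, any valid replicate at or below 250%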;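 note: OY570 slx delta 5 strain wells were the positive control but not used for scaling; some compounds called inactive have numbers as strong as hits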
CDK5 inh: CDK5/p35 (human) kinase inhibition; Q00535+Q15078; inhibition, % at 10 µM; AID 488839; actives 0.01% (n = 330,000); Recombinant CDK5/p35, ADP-Glo luminescence, 60 min;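 active = highest replicate inhibition of at least 50% and at least 75% of replicates reaching 50%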;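 note: plate controls were DMSO neutral control for no effect and GW8510 at 10 µM for full effect; many of its hits are not listed in these tables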
HTR5A inv ctr: HTR5A inverse agonism, opioid heterodimer counter-screen; HTR5A cell line, luminescence; inhibition, % at 9.3 µM; AID 504634; P47898; actives 0.083% (n = 340,000); in the data active = inhibition mostly above about 23%, no sharp cut-off; inactive = mostly below about 18%;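 note: 0% = cells with DMSO and 100% = no-cell wells with DMSO; some compounds called inactive have numbers as strong as hits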
Target sequence (P47898 whole entry, looked up): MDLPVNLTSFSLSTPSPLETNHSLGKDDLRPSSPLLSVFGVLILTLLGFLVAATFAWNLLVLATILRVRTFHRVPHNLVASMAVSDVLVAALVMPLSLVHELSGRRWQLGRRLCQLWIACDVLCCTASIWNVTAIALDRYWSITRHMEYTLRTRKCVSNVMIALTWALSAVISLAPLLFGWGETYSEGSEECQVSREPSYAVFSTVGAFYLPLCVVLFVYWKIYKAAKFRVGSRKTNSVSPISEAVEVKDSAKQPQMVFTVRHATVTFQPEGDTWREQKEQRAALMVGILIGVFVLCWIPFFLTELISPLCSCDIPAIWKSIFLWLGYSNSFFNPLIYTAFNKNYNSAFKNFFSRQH
Ecoli viability: reduces bacterial viability in AddAB counter-screen. inhibition, % at 11.9 µM. E. coli V3065 growth, OD600 absorbance, 18 h. actives 0.27% (n = 330,000). AID 449728;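 active = inhibition above the campaign's mean inhibition across all tested compounds plus 3 SD, cut at about 9.9% in these data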;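 note: uninfected addAB+ strain grown without phage in ampicillin broth; 0% = DMSO wells and 100% = ciprofloxacin 0.95 µg/ml wells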
AddAB inh: less growth of phage-infected E. coli with AddAB. E. coli expressing H. pylori AddAB, absorbance growth. inhibition, % at 11.9 µM. actives 0.29% (n = 330,000); in the data active = inhibition above about 12%;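 note: 0% = vehicle wells of infected cells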
HTR5A ag: HTR5A agonism, opioid heterodimer counter-screen | activation, % at 9.3 µM | P47898 | HTR5A agonist assay, luminescence, cell-based | actives 0.61% (n = 340,000); in the data active = activation mostly above about 9.5%, no sharp cut-off; inactive = mostly below about 7.6%;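 note: 0% = cells with vehicle only and 100% = reference agonist; strong numbers were not always called active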
DAGLB inhibitor: blocks human DAGLB lipase activity; actives 0.059% (n = 340,000); HEK293T DAGLB membrane lysate, EnzChek fluorogenic substrate; Q8NCG7; inhibition, % at 5.17 µM; in the data active = inhibition above about 34%;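 note: 0% = enzyme with vehicle and 100% = wells lacking enzyme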
PKA-R1A activ: activators of PKA-R1A complex. P00514+P68181. PKA-R1A dissociation, Cy5-IP20 fluorescence polarization; scaled: DMSO 0%, 113 µM cGMP 100%. activation, % at 11.4 µM. actives 0.083% (n = 340,000). AID 504707;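 active = percent activation above the mean of all tested compounds plus 3 SD, cut at about 19% in these data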;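 note: higher means more PKAc released from R1A so a rise in polarization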
PKA-R2B activ: activates the human PKA-R2B holoenzyme complex; PKA-R2B holoenzyme dissociation, Cy5-IP20 fluorescence polarization; R2B truncated from residue 108, S112A mutant; 0% DMSO only, 100% 113 µM cGMP; activation, % at 11.4 µM; actives 0.079% (n = 340,000); AID 504700;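 active = activation above a cutoff set at the mean over all compounds plus 3 SD, cut at about 18% in these data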;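 note: higher means more holoenzyme dissociation and a rise in polarization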
Target sequence (P31323 whole entry, looked up, other chains not shown, the tested form may be a part): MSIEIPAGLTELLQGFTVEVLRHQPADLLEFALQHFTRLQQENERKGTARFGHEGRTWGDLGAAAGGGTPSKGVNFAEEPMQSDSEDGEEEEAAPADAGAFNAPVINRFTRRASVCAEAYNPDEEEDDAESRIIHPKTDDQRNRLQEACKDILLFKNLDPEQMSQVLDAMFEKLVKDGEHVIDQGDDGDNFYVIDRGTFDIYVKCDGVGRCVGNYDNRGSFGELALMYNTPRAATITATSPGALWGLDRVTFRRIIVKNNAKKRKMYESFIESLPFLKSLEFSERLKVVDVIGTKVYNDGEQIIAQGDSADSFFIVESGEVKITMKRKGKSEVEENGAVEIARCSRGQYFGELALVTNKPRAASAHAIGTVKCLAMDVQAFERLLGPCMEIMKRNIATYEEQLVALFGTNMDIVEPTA
* marks the source's active call; other numbers are inactive results; . = not tested or not shown.

Every second line gives: phage Ecoli inh	Tat transport	SUMO Mot1 rescue	CDK5 inh	HTR5A inv ctr	Ecoli viability	AddAB inh	HTR5A ag	DAGLB inhibitor	PKA-R1A activ	PKA-R2B activ
S=C(Nc1cccc(Cl)c1Cl)N1CCC2(CC1)OCCO2
 : 6.5	3	8	0.6	-18	1.9	0.8	2	0	-6	-6
O=C(NCC1c2ccccc2CCN1C(=O)CN1C(=O)c2ccccc2C1=O)C1CCCCC1 (stereo not given)
 : 3.7	-2	-19	1.4	-20	1.1	-1.6	0	1	-4	-4
CCOCCn1c(=O)c2c(nc3n2CCN3c2ccc(CC)cc2)n(C)c1=O
 : 2.1	-2	-26	-0.6	.	0.6	2.8	.	-1	-3	-1
COc1cccc(/C=N/Nc2nccnc2Cl)c1O
 : 1.0	2	.	9.6	-28	.	.	2	-2	-16	4
O=c1oc(CCCO)cc2ccc(C#Cc3cccnc3)cc12
 : -2.9	2	11	-1.8	-42	-1.6	2.9	15	0	-12	-18
CCCCc1cc(=O)oc2cc(C)c(CN3CCCC3)c(O)c12
 : -0.5	-7	-7	4.8	-3	-1.8	1.2	3	6	0	-2
O=C(CN1C(=O)NC2(CCCCC2)C1=O)Nc1ccccc1N1CCCCC1
 : 1.0	3	-2	0.1	0	0.3	1.9	0	-1	3	-5
CCCn1c(CN(Cc2ccccc2)Cc2ccccc2)nc2c1c(=O)n(C)c(=O)n2C
 : .	22	-10	0.0	8	0.6	-2.5	1	-7	0	-7
COc1ccc(CNC(=O)C2CCCN(S(=O)(=O)N3CCC(C)CC3)C2)c(OC)c1 (stereo not given)
 : 0.8	20	-7	.	1	-3.0	-0.7	0	3	-5	-8
O=C(NCCN1CCN(c2ccccc2)CC1)Nc1cccc(Br)c1
 : 2.0	10	-17	3.5	10	2.1	0.5	-3	-1	-8	3
Cc1ccc2nc(NC(=O)CSc3nnc(C)c(=O)n3N)sc2c1
 : 0.7	-8	25	0.5	15	-0.7	-0.8	1	0	-6	1
COc1ccc(NC(=O)C2=CC(c3ccc(C)cc3)=NS(=O)(=O)N2C)cc1
 : 1.0	-3	-2	1.0	1	0.3	0.7	-1	-3	0	4
CC1Cc2ccccc2N1C(=O)c1ccc(N2CCCC2)c([N+](=O)[O-])c1 (stereo not given)
 : 2.1	6	93	-0.8	7	-2.0	5.7	-3	2	-8	-17
CCN1CCN(c2ccc(N3CCN(S(=O)(=O)c4ccc(C)c([N+](=O)[O-])c4)CC3)nn2)CC1
 : 1.5	-1	.	0.4	7	-1.5	0.1	-3	5	-13	-1
CCN1C(=O)C(=Cc2cccc(OC)c2Oc2ccc([N+](=O)[O-])cc2[N+](=O)[O-])SC1=S
 : -0.3	-4	-10	-2.4	7	-1.7	-1.8	-2	10	7	0
CCOc1ccc(S(=O)(=O)NCCC(=O)NCC(c2ccc(OC)cc2)N2CCCCC2)cc1 (stereo not given)
 : 0.3	-3	-3	1.1	-12	-0.6	0.9	-3	0	-3	-9
CCOC(=O)c1c(C)oc2c(CN3CCN(C)CC3)c(Br)c(OC)c(O)c12
 : 2.7	0	21	1.5	2	-1.3	-1.0	4	-3	-4	-4
C/C(=N\NC(=O)c1cccc(Cl)c1)c1cccc(NC(=O)C(C)C)c1
 : 0.5	10	-1	-2.3	-4	1.8	2.7	-6	-3	-5	-2
CC(=O)Oc1ccc(C(=O)NCc2ccco2)cc1
 : 2.5	-4	-2	1.2	7	-1.8	-0.8	-2	0	-4	-4
Oc1c(Br)cc(Br)cc1/C=N/NC(=S)N[C@H]1CC2C=CC1C2 (stereo not given in full)
 : 9.1	-9	6	-0.4	22	10*	12	0	35*	1	-7
COC(=O)C1=C2c3[nH]c4ccccc4c3CCN2C(=O)CC1
 : 1.6	5	347	0.6	-64	3.2	5.5	-3	-5	-5	5
COc1ccc(OC)c(Nc2nc(=O)c3cccnc3s2)c1
 : .	-9	.	2.3	-15	.	.	5	-1	-2	7
CCOC(=O)C(C)n1cnc2c(nnn2-c2ccc(C)cc2)c1=O (stereo not given)
 : 1.1	9	-5	0.4	7	0.7	0.5	4	-5	-2	-4
CCOC(=O)c1[nH]c(C)c(C(=O)Nc2cc(Cl)ccc2C)c1C
 : 0.7	2	-12	1.8	-11	-1.7	0.2	4	-1	0	4
O=C(OCc1cccc(F)c1)c1ccc2c(c1)-c1ccccc1C2=O
 : 2.8	1	-6	2.8	4	-1.1	0.4	3	-10	5	0
Cc1nnc(SCC(=O)N2CC(=O)Nc3ccccc32)n1C
 : 2.3	-3	4	0.1	8	1.1	2.4	-3	1	3	-11
O=C(Nc1ccc(S(=O)(=O)Nc2nccs2)cc1)c1cc(-c2ccccc2Cl)nc2ccccc12
 : 2.8	2	-17	-1.6	-25	-0.5	0.2	9	8	-4	-3
N#C/C(=C\c1ccco1)C(=O)NCC1CCCO1 (stereo not given)
 : 3.4	3	-9	-2.8	-9	2.4	2.3	4	-1	3	-4
CCc1ccc(C(C)NC(=O)c2cc(C)oc2C)cc1 (stereo not given)
 : 1.7	-6	-10	-0.1	6	-1.7	0.9	-2	0	-4	-6
Cc1ccc(C(C)C)c(OCC(=O)NNC(=O)Cn2[nH]c(=O)c3ccccc3c2=O)c1
 : 3.3	1	4	-0.2	2	-1.6	-0.8	-4	1	-1	-4
Cc1ccc(C)c(OC(C)C(=O)Nc2nccs2)c1 (stereo not given)
 : 3.3	6	-15	-0.8	5	-1.2	1.7	-2	0	8	0
O=C(Nc1nc(-c2ccc(Cl)cc2Cl)cs1)c1ccc(OCC2CCCO2)cc1 (stereo not given)
 : 0.7	0	5	0.6	-4	-2.3	-0.9	2	0	-5	-5
CC(C)CN(C(=O)CSc1nnc2ccccn12)C1CCS(=O)(=O)C1 (stereo not given)
 : 0.8	3	-11	0.6	-3	-0.1	2.5	1	-3	-15	0
O=C(N/N=C/c1ccc(Cl)cc1)c1ccc2c(c1)OCO2
 : 5.0	-7	5	0.8	10	-1.6	0.5	-2	-4	3	-11
Cc1ccc(CC(=O)Nc2cccc([N+](=O)[O-])c2)cc1
 : 1.2	5	-8	-1.0	13	-0.1	2.1	-5	-3	-11	7
COC(=O)Cc1ccc(NC(=S)Nc2ccccn2)cc1
 : 1.2	-2	-14	0.7	16	-0.6	0.4	-6	-1	-4	15
COC(=O)N/N=C/c1cn(Cc2c(Cl)cccc2Cl)c2ccccc12
 : 2.9	12	13	-2.9	-7	1.2	0.9	3	0	3	-4
CCOc1ccc(OCCC(=O)Nc2ccc(F)cc2C)cc1
 : 0.8	3	-19	-2.7	-9	1.6	2.6	3	-1	-7	-7
CN(Cc1ccc(Cl)cc1Cl)C(=O)CNC(=O)c1ccco1
 : 1.7	-3	4	0.6	-6	3.2	6.0	5	-1	-13	1
O=c1cc(CSc2ccc(Cl)cc2)nc(N2CCOCC2)[nH]1
 : 4.6	-6	-4	-2.0	-22	-3.6	2.5	8	0	-15	3
Cc1ccccc1C(=O)NC(=S)N(C)CCc1ccccn1
 : 0.5	-7	-10	1.5	14	-1.3	-1.4	-5	-1	9	7
CC(C)n1c(CCCO)nc2ccccc21
 : 0.1	-1	27	-0.6	-27	0.5	0.0	10	0	-2	8
O=C(N/N=C1\CCS(=O)(=O)c2ccc(F)cc21)c1ccc(O)cc1
 : 1.7	-11	5	0.5	-18	0.2	-1.3	1	2	-20	-13
Cc1ccc(N2C(=O)C3Sc4[nH]c(=O)sc4C(c4ccccc4)C3C2=O)cc1 (stereo not given)
 : 1.9	-3	.	0.0	-5	2.0	2.5	0	4	-1	-5
COC(=O)C[C@H]1c2ccccc2S(=O)(=O)N1c1cccc(OC)c1
 : 2.5	8	3	2.9	4	0.4	1.3	-1	-4	11	-4
COc1ccc(NC(=O)C#Cc2ccccc2)cc1
 : 2.4	-6	9	1.0	8	0.3	3.2	9	-2	5	-3
O=S(=O)(NCc1csc(-c2cccs2)n1)c1cccc(C(F)(F)F)c1
 : 4.5	8	0	-0.9	8	0.2	0.6	0	6	6	-5
O=C(c1cccc(C(F)(F)F)c1)C1CCCN(C(=O)CN2CCCC2=O)C1 (stereo not given)
 : 5.3	1	-12	0.6	14	2.5	-0.9	-6	1	-3	-13
CCOc1ccc(NC(=O)C2=C(C)C(=O)OC23CCC(C)CC3)cc1 (stereo not given)
 : 2.7	3	8	0.4	0	-0.5	-1.3	2	-1	0	-1
c1ccc2c(c1)ncn2Cc1nnc2sc(-c3ccc4c(c3)OCO4)nn12
 : 2.5	-6	.	-1.8	-10	-0.2	3.3	2	0	8	3
CCCc1ccc(S(=O)(=O)N2CCN(C(C)C(=O)NC3CCCC3)CC2)cc1 (stereo not given)
 : 4.0	3	.	-2.2	0	.	.	-3	-3	2	4
N#Cc1ccc(C(=O)Nc2cccc(S(=O)(=O)NC3=NCCC3)c2)cc1
 : 0.8	1	-3	-0.9	-1	-0.4	-0.2	-5	-2	-16	-6
CC(C)C[C@@H](C(=O)NCc1ccco1)N1C(=O)N2CCc3c([nH]c4ccccc34)[C@@]2(C)C1=O
 : 2.3	2	-21	1.7	-52	-0.5	3.9	3	-2	-10	2
CCOc1ccc(NC(=O)N(CCC(C)C)C2CCN(C(C)=O)CC2)cc1
 : 0.2	5	3	0.3	-23	-1.0	-0.9	7	-2	-9	2
C/C(=N\NC(=O)c1cccc(S(=O)(=O)N2CCOCC2)c1)c1ccc(O)cc1
 : 2.6	0	-1	0.0	-19	1.2	1.9	8	0	0	-1
Cc1ccc(-c2nn(-c3ccccc3)cc2NC(=O)c2ccccc2)cc1
 : 1.8	0	-1	0.8	-7	3.0	1.1	3	0	-4	-17
COc1ccc(OC(=O)c2cccc(S(=O)(=O)N3CCCC3)c2)cc1
 : 2.0	1	193	0.3	-25	-0.6	-0.7	-1	-1	-14	-5
Cc1ccc(S(=O)(=O)N2CCN(C(=O)NCc3ccc(C(=O)O)cc3)CC2)cc1
 : 2.6	1	3	2.5	-9	1.1	3.8	-3	0	1	-9
C(=C\c1ccco1)/C=N/n1cnnc1
 : 2.5	0	.	0.3	-18	-1.8	-1.6	1	0	7	5
COC(=O)c1ccc(C(=O)OC)c(NC(=O)CCC(=O)O)c1
 : 1.2	4	-5	-2.3	-24	-3.2	1.8	2	3	-4	-3

Next records.
Every second line gives: phage Ecoli inh	Tat transport	SUMO Mot1 rescue	CDK5 inh	HTR5A inv ctr	Ecoli viability	AddAB inh	HTR5A ag	DAGLB inhibitor	PKA-R1A activ	PKA-R2B activ
Fc1cnc(Cl)nc1NC1CCCCC1
 : 2.0	-5	-5	-0.8	-18	1.4	0.7	5	0	-9	-5
CCOc1cc2c3c(c1)C1(Nc4ccccc4S1)C(=O)N3C(C)(C)CC2C (stereo not given)
 : 6.7	13	41	-4.3	-21	0.0	0.0	3	-2	0	7
CCOc1cc(/C=C2\C(=N)N3N=C(C)SC3=NC2=O)ccc1OCCOc1cccc(OC)c1
 : 2.6	-1	5	0.0	-10	-1.0	1.1	3	0	-10	-2
Fc1ccc(-c2cc(C(F)(F)F)nc(-n3cccn3)n2)cc1
 : 3.1	-5	-9	3.0	-13	-0.9	1.4	4	-1	8	4
